NOD1 inhibition: NOD1 signaling inhibitors, primary screen, cell-based, luminescence, uHTS (AID 1578); NOD1-driven NF-kB luciferase reporter cells, luminescence; higher % means a stronger effect; one-dose inhibition, % at 4 µM; EC50 in µM for titrated hits; hit rate 1% among 290,000; in the data active = inhibition mostly above about 36%, no sharp cut-off; inactive = mostly below about 34%;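 note: HEK-293T reporter cells stimulated with the NOD1 agonist gamma-tri-DAP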
GPR55 activation: GPR55 agonists via beta-arrestin recruitment, primary screen, imaging, U2OS cells, beta-arrestin-GFP redistribution (AID 1961). one-dose activation, % at 10 µM; EC50 in µM for titrated hits. U2OS GPR55 beta-arrestin-GFP redistribution imaging; higher % means a stronger effect. G-protein coupled receptor 55 (Homo sapiens). hit rate 0.048% among 290,000;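 active = activation above 40% with more than 50 cells counted in the well; inconclusive = wells holding fewer than 50 cells, flagged as toxic or sparse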;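 note: U2OS osteosarcoma cells stably expressing GPR55 and beta-arrestin-GFP; plate controls were DMSO negative control for no effect and LPI positive control for full effect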
KOR beta-arrestin-1: KOR antagonists, beta-arrestin recruitment, cell-based, luminescence, uHTS (AID 1778). inhibition, % at 10 µM, or IC50 in µM where a hit was titrated. KOR beta-arrestin recruitment, luminescence, antagonist mode; higher % means a stronger effect. hit rate 0.091% among 290,000; in the data active = inhibition above about 50%; note: strong numbers were not always called active
NS5 inhibitors: Dengue-2 NS5 methyltransferase inhibitors, primary screen, biochemical, confirmation dose response (AID 588689). Genome polyprotein (Dengue virus type 2 (strain 16681-PDK53)). Dengue-2 NS5 methyltransferase capping enzyme assay, biochemical; higher % means a stronger effect. one-dose inhibition, % at 25 µM; IC50 in µM for titrated hits. hit rate 0.3% among 340,000; in the data active = a potency from the dose series; inconclusive = inhibition above about 29% without an active follow-up result
HIV fusion peptide: inhibitors of HIV fusion peptide binding, primary screen, biochemical, uHTS, fluorescence dequenching (AID 1986); cell-free peptide binding, fluorescence dequenching, 30 min; higher % means a stronger effect; one-dose inhibition, % at 20 µM; IC50 in µM for titrated hits; hit rate 0.3% among 290,000; in the data active = inhibition mostly above about 52%, no sharp cut-off; inactive = mostly below about 76%; note: some results filed as inactive read as strong as hits
KOR beta-arrestin-2: KOR agonists, beta-arrestin recruitment, primary screen, cell-based, luminescence, uHTS (AID 1777). Kappa-type opioid receptor (Homo sapiens). KOR beta-arrestin recruitment, luminescence; higher % means a stronger effect. activation, % at 10 µM; hits with a dose series show EC50 in µM. hit rate 0.02% among 280,000; in the data active = activation above about 50%, passing the limit was not always enough; note: a part of the inactive calls stands beside numbers as strong as those of hits
West Nile antiviral: West Nile virus antiviral activity, cell-based, CPE readout (AID 1621). West Nile virus-infected cells, CPE inhibition; higher % means a stronger effect. one-dose CPE inhibition, % at 10 µM; IC50 in µM for titrated hits. hit rate 0.02% among 290,000; in the data active = a potency from the dose series; inconclusive = CPE inhibition mostly from about 3.7% at the one dose, without a potency; inactive = the rest, 99 in 100 with CPE inhibition below about 2.2%; note: strong numbers were not always called active
GPR55 antagonists: GPR55 antagonists blocking LPI-driven arrestin recruitment, primary screen, imaging, U2OS, beta-arrestin-GFP, LPI agonist (AID 2013); G-protein coupled receptor 55 (Homo sapiens); U2OS GPR55 beta-arrestin-GFP translocation imaging, LPI antagonism; higher % means a stronger effect; inhibition, % at 10 µM; hits with a dose series show IC50 in µM; hit rate 0.13% among 290,000;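 active = spots per cell inhibited over 60%, with over 100 cells counted and total cytoplasm intensity under 500,000; inconclusive = wells with under 100 cells, flagged as likely toxic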;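 note: U2OS cells stably carrying GPR55 and arrestin-GFP stimulated by 5 µM LPI near EC80; imaged beta-arrestin-GFP aggregate spots per cell after agonist stimulation; plate controls were LPI-stimulated DMSO wells for no effect and DMSO wells without LPI for full effect; some results filed as inactive read as strong as hits; confirmed hits need IC50 under 10 µM and bright autofluorescent wells are also inconclusive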
GPR35 antagonists: GPR35 antagonists blocking zaprinast-driven arrestin recruitment, primary screen, imaging, U2OS, beta-arrestin-GFP, zaprinast agonist (AID 2058); U2OS GPR35 beta-arrestin-GFP translocation imaging, zaprinast antagonism; higher % means a stronger effect; G-protein coupled receptor 35 (Homo sapiens); hit rate 0.052% among 290,000; inhibition, % at 10 µM; hits with a dose series show IC50 in µM;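 active = inhibition of at least 50% with at least 30 cells and total cytoplasm GFP at most 10,000,000; inconclusive = under 30 cells or total GFP of 10,000,000 plus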
* = called active by the depositor; ? = inconclusive; · = not tested or not shown; [ ] = remark or other dose. Not all compounds are listed, so the mix of outcomes need not match the whole.

item | compound | NOD1 inhibition | GPR55 activation | KOR beta-arrestin-1 | NS5 inhibitors | HIV fusion peptide | KOR beta-arrestin-2 | West Nile antiviral | GPR55 antagonists | GPR35 antagonists
1 | CC1Cn2c(nc3c2c(=O)[nH]c(=O)n3C)O1 (stereo unspecified) | -10% | -0.3% | -30% | 3% | -0.7% | -5.2% | -0.1% | 0% | -6%
2 | CCc1cc(C(=O)N(C)CC(=O)N(CC(C)C)c2c(N)n(CC(C)C)c(=O)[nH]c2=O)sc1C | -16% | 0.2% | 14% | -2% | 1.7% | -0.2% | -0.1% | 11% | 2%
3 | CN(C)S(=O)(=O)c1ccc2c(c1)c(=O)c(C(=O)N1CCOCC1)cn2C | 11% | -0.2% | 22% | 6% | -4.5% | -0.3% | -0.2% | 14% | -8%
4 | CCCOc1cc(C)c(S(=O)(=O)N2CCOCC2)cc1C | -15% | -0.3% | -9% | · | -0.8% | 0.9% | -1.2% | 8% | -12%
5 | N#CCCN(C(=O)CN1C(=O)NC2(CCCC2)C1=O)c1ccccc1F | -9% | -0.1% | -20% | -4% | 3.9% | 1.0% | 0.1% | 5% | -2%
6 | Cc1cccc(N(CC(=O)N2CCCC2)S(C)(=O)=O)c1 | -4% | -0.2% | -17%[20 µM] | -1% | -1.6% | 1.7% | -0.7% | 5% | -1%
7 | Cn1c(=O)[nH]c(=O)c2c1nc(SCCO)n2Cc1ccccc1Cl | -29% | -0.1% | 0% | -4% | -1.7% | -5.9% | -1.0% | 1% | -2%
8 | CCOC(=O)c1c(NC(=O)C2C3C=CC(C3)C2C(=O)O)sc2c1CCC(CC)C2 (stereo unspecified) | 26% | 0.2% | -16% | 42µM* | 13% | -3.3% | -0.6% | 9% | 20%
9 | O=C(CNC(=S)N(Cc1ccccc1)Cc1cccnc1)NCCN1CCOCC1 | -26% | -1.0% | 8% | -2% | 2.4% | 5.8% | -0.6% | 8% | -12%
10 | COC(=O)CN1C(=O)C(C)(C)Oc2ccc(C(=O)Nc3cccc(OC)c3)cc21 | 11% | 0.0% | 9% | 2% | 1.5% | -2.7% | -0.8% | -2% | -3%
11 | Cc1ccccc1Nc1nc(N)nc(COC(=O)c2cccn2C)n1 | -83% | 0.2% | 17% | -3% | 1.7% | -2.1% | -0.4% | -5% | -7%
12 | C=CCN(c1ccc(C(=O)Nc2ccc(C)cc2)cc1)S(C)(=O)=O | -27% | 0.1% | 8% | 0% | 1.2% | -0.9% | 0.3% | 9% | -4%
13 | CCOC(=O)c1c(NC(=O)CSc2nnc(C)c(=O)[nH]2)sc(C)c1C | 17% | -0.5% | 3% | · | -2.2% | 4.9% | 0.0% | 6% | 6%
14 | O=C(c1ccco1)N1CCN(C(=O)C2CC(=O)N(c3ccc(Cl)cc3)C2)CC1 (stereo unspecified) | 15% | 0.2% | -21% | -12% | -2.7% | 2.4% | -0.6% | 3% | 1%
15 | COC(=O)C1=C(C)N(C)C(=S)NC1c1ccc(Cl)cc1 (stereo unspecified) | -8% | -0.2% | · | -6% | 0.6% | 1.7% | -1.0% | 8% | 3%
16 | Cc1cc(NC(=O)CSc2nnc(CNc3ccc(F)cc3)n2C2CCCCC2)no1 | -8% | -0.1% | -19% | -2% | 2.5% | 1.3% | -0.4% | 23% | 10%
17 | Cc1nc2c(-c3ccccc3)c(C)[nH]n2c(=O)c1Cl | -16% | -0.1% | -7% | 13% | 4.3% | 0.4% | · | 8% | 3%
18 | CC(C)c1ccc(C(C(=O)NC2CCCC2)N(C(=O)c2csnn2)C2CC2)cc1 (stereo unspecified) | -36% | -0.1% | 4% | -7% | 1.0% | 1.3% | -0.8% | -7% | 1%
19 | Cc1ccc(C(=O)CC2SC(N)=NC2=O)cc1 (stereo unspecified) | -22% | -0.3% | 7% | -2% | -0.6% | -0.4% | 0.0% | -5% | -12%
20 | O=C(Nc1ccccc1)c1cnc2ccccc2n1 | -57% | -0.1% | -15% | 0% | 0.3% | -0.1% | -0.3% | -15% | -2%
21 | COCCCNC(=O)c1ccc2c(=O)n(Cc3ccc(Cl)cc3)c(=S)[nH]c2c1 | 1% | 0.0% | 1% | -6% | -0.4% | -2.4% | -0.8% | 6% | 8%
22 | Cc1ccc2cc3c(NC(=O)C(C)C)nn(C)c3nc2c1 | 0% | -0.2% | 9% | 3% | 0.0% | -0.7% | -0.2% | -2% | 5%
23 | O=C(CCn1cncn1)N1CCN(S(=O)(=O)c2ccc(Cl)cc2)CC1 | -25% | 0.7% | -14% | -10% | 1.1% | 1.6% | -0.1% | -2% | -11%
24 | C[N+](C)(C)CCCCCCC(=O)/C=N/O | 8% | -0.3% | -2% | 1% | 2.1% | -1.5% | 0.3% | 7% | -8%
25 | CN(C(=O)C1CCCO1)c1nnc(-c2cnccn2)s1 (stereo unspecified) | 9% | 0.3% | 6% | -6% | -1.3% | -3.3% | 1.7% | 9% | 9%
26 | COC(=O)c1ccc(CN2C(=O)C(C)N(C(=O)c3c(F)cccc3F)c3ccccc32)cc1 (stereo unspecified) | -2% | 0.0% | -12% | -5% | 0.4% | 4.9% | 1.0% | 3% | -3%
27 | CCOc1cccc(/C=N/NC(=O)c2ccc3c(c2)OCCO3)c1O | -23% | -0.1% | -2% | -3% | -0.9% | -3.5% | ? | 8% | 14%
28 | COc1cccc(NC(=O)COC(=O)Cc2ccccc2[N+](=O)[O-])c1 | -18% | -0.2% | 5% | -5% | 0.1% | -0.4% | -0.6% | -10% | 5%
29 | CCCCCCCCS(=O)C1CS(=O)(=O)CC1O (stereo unspecified) | -4% | -0.1% | -26% | -2% | 1.2% | 3.8% | 0.1% | -4% | -4%
30 | CNC(=S)Nc1sc2c(c1C(=O)OC)CCC2 | -43% | 0.0% | -8% | -5% | -2.3% | -1.1% | 0.9% | 7% | -6%
31 | COc1cc2c(cc1OC)CN(C(=O)COc1ccccc1C#N)CC2 | -11% | 4.2% | -8% | -2% | -2.8% | 1.9% | -0.8% | 1% | -13%
32 | CC(NCC(O)COc1ccc2ccccc2c1)c1ccccc1 (stereo unspecified) | -12% | 0.0% | -13% | 1% | 0.0% | -0.6% | -1.6% | -2% | 7%
33 | CCN1CCCc2cc(CN(CCN3CCOCC3)C(=S)Nc3cccc(C)c3)ccc21 | 10% | 0.6% | 9% | -1% | -0.2% | 0.0% | -1.0% | -6% | 10%
34 | CCC1(C)CC2(CCCN(CCC(=O)c3ccccc3)C2)CCO1 (stereo unspecified) | 18% | -0.4% | -6% | -25% | 0.4% | 4.1% | 1.3% | 8% | -11%
35 | Cc1sc2nc(CSC(C)C(=O)N3CCOCC3)[nH]c(=O)c2c1C (stereo unspecified) | -30% | 0.0% | -11% | -5% | 0.0% | 1.6% | 0.0% | -9% | 15%
36 | COc1ccc(C2=CC(c3ccc(OC)c(OC)c3)n3nnnc3N2)c(OC)c1 (stereo unspecified) | 14% | -0.2% | 15% | 8% | -0.3% | -7.4% | -0.4% | -14% | 0%
37 | c1ccc2c(-n3cccn3)cccc2c1 | 16% | 0.0% | -5% | -12% | 0.7% | -2.1% | -0.1% | 2% | 2%
38 | COc1ccc(S(=O)(=O)Nc2ccc3c(c2)OCCO3)cc1OC | -24% | 1.3% | 13% | -10% | -0.6% | -3.4% | -1.3% | -11% | -3%
39 | COC(=O)C(C)NC(=O)C12CC3CC(CC(C3)C1)C2 (stereo unspecified) | -2% | -0.1% | 10% | · | 0.7% | 0.7% | -0.2% | 2% | -20%
40 | Cc1ccc(O)c(Nc2ncnc3ccc([N+](=O)[O-])cc23)c1 | 28% | -0.2% | 8% | -3% | -1.5% | -7.7% | -0.5% | 0% | -13%
41 | O=C(Nc1ccc(N2CCOCC2)cc1)C1CCCCN1S(=O)(=O)c1ccccc1 (stereo unspecified) | 2% | -0.1% | 24% | -10% | -2.2% | -2.7% | -0.4% | 9% | 2%
42 | COc1ccc(-c2n[nH]c(C)c2-c2ccc(Cl)cc2)c(O)c1OC | · | 0.0% | 10% | 1% | -1.5% | 7.3% | 2.9% | 24% | 7%
43 | Cc1ccc(S(=O)(=O)c2cnc3cc(C)nn3c2N)cc1 | -15% | 0.0% | -9% | -4% | 2.4% | 5.1% | 0.1% | 4% | 14%
44 | COc1ccc(NC(=O)CS(=O)c2ccccc2Cl)cc1 (stereo unspecified) | -1% | -0.1% | 17% | 1% | -0.1% | -3.5% | -0.2% | 13% | 9%
45 | COc1cccc(NC(=O)c2ccc(CN3CCOCC3)cc2)c1 | -27% | -0.3% | 11% | -2% | 1.6% | 11% | 0.4% | -4% | -10%
46 | CCOc1nc2ccccc2nc1NS(=O)(=O)c1ccc(Cl)cc1 | 1% | -0.1% | -24% | 5% | 9.0% | -7.2% | -0.6% | 2% | 1%
47 | Cc1cc(C)c2c(=O)[nH]c(SCC(=O)NCCc3ccccc3)nc2n1 | -9% | -0.4% | 10% | -2% | 0.0% | -3.1% | 0.2% | 2% | 7%
48 | Cn1c(COc2ccccc2)nnc1SCC(=O)NC1CCCC1 | -33% | -0.2% | -32% | -2% | 1.4% | -3.4% | -0.2% | 2% | -3%
49 | O=C(OCCCC(=O)N1CCOCC1)c1ccccc1 | 8% | 0.9% | 16% | -2% | 1.4% | -0.7% | 0.9% | -1% | 23%
50 | COc1ccc(NS(=O)(=O)c2cn(C)c(=O)n(C)c2=O)cc1 | 0% | 0.6% | -15% | -13% | 0.7% | -2.2% | -0.2% | 17% | 7%
51 | CSc1cccc(NC(=O)c2ccc(Cl)nc2)c1 | 2% | -0.1% | 21% | -3% | 0.0% | -2.4% | 1.0% | 7% | 2%
52 | CC1=CC(C)(C)N(C(=O)CSc2nnc(N)s2)c2ccccc21 | -26% | 0.2% | 7% | 1% | -0.2% | 10% | -0.7% | -5% | 0%
53 | COc1ccc(C(=O)N2CCN=C2SCc2cccnc2)c(OC)c1 | 12% | -0.2% | 25% | -5% | 0.8% | -1.8% | 0.3% | -20% | 12%
54 | COc1ccc(C2=NN(c3ccc(C=O)cc3)C(c3ccccc3)C2)cc1 (stereo unspecified) | -43% | -0.2% | 15% | · | 3.6% | -1.5% | -0.6% | 6% | -19%
55 | COc1cccc(C(=O)NNC(=O)C(=O)N2CCCCC2)c1 | -41% | 0.0% | -36%[20 µM] | 0% | -0.3% | -13% | -0.1% | 4% | 1%
56 | O=C(CCn1cccc1)Nc1ccc(F)cc1 | -1% | -0.1% | -13% | -4% | -3.4% | -2.9% | -0.6% | -5% | -24%
57 | CCN1C(=O)c2cccc3c(NC(=O)C4CCCCC4)ccc1c23 | -18% | -0.2% | -34% | -3% | 0.4% | -10% | -0.7% | 5% | 7%
58 | CCc1ccccc1NC(=O)c1ccc(S(=O)(=O)N2CCCC2)cc1 | -4% | -0.2% | 11% | -6% | -1.4% | -3.2% | -0.8% | 6% | 24%

High-throughput results deposited in PubChem by several laboratories.
